# Bioassay records (PubChem BioAssay)
# NPSR antagonist = blocks cAMP signaling of the human neuropeptide S receptor; Q6W5P4; CHO-NPSR cells, cAMP TR-FRET, antagonist mode; Potency, µM (highest dose often 38.3 µM), inactives show at the highest dose activity change, negative = inhibition, hits mostly inhibitors; 1% of 220,000 active; note: potency is the fitted concentration of half-maximal effect; % is set by controls: 0 for no effect and ±100 for the full control effect; nearly all actives have a fitted effect of over 50% in size; many of its hits are not listed in these tables
# TRb-SRC2 inh = inhibitors of human thyroid hormone receptor beta-SRC2 interaction; P10828; TRbeta-SRC2 peptide binding, fluorescence polarization; receptor liganded with 1 µM T3; Potency, µM (titrated, usually from 106 µM), without a hit: top-dose activity change, negative = inhibition, actives largely listed as inhibitors; 0.065% of 280,000 active; AID 1469;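 note: potency is the fitted concentration of half-maximal effect; plate controls were bound peptide for no effect and peptide without receptor for full effect; nearly all actives have a fitted effect of over 50% in size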
# Target sequence (P10828 whole entry, looked up): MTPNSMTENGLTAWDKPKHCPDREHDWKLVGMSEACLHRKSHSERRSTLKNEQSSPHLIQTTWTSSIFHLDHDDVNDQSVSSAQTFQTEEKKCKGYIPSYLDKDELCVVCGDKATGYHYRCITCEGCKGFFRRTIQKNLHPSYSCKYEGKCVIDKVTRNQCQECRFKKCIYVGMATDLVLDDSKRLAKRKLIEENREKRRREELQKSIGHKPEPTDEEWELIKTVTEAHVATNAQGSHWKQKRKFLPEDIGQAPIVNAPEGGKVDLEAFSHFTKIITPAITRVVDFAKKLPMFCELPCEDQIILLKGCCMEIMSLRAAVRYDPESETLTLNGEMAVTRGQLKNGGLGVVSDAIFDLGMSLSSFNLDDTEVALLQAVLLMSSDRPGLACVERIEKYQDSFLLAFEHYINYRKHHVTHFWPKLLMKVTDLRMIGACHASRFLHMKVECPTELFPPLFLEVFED
#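 Each compound concentration gave % activity, normalized to unbound and bound Texas Red SRC2 controls, from polarization read after 5 hr ambient incubation with T3-loaded human TRb LBD.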
# Tau FP inhib = blocks human tau fibril formation measured by polarization; 0.39% of 280,000 active; AID 1468; K18 P301L tau heparin fibrillization, Alexa594 FP, 6 h; P10636; Potency, µM (highest dose often 57.7 µM), inactives show at the highest dose activity, negative = inhibition, actives largely listed as inhibitors; note: potency is the fitted concentration of half-maximal effect; % is set by controls: 0 for no effect and ±100 for the full control effect; nearly all actives have a fitted effect of over 55% in size
# Target sequence (P10636 561-689 P618L limits assumed): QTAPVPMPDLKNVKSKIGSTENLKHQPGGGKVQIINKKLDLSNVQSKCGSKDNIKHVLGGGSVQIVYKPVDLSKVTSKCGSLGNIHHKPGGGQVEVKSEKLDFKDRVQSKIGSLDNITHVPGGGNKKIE
#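 Human K18 P301L fragment (15 uM unlabeled plus 0.24 uM Alexa 594-labeled) in 100 mM sodium acetate pH 7 with compound, aggregation induced by 20 uM heparin for 6 hr at 37 C. ThT (30 uM) added for 1 hr, then Alexa 594 FP read.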
# CBFb RUNX1 block = blocks binding between human CBF-beta and RUNX1. AlphaScreen CBFb-His/RUNX1-biotin binding, biochemical. Potency, µM (highest dose often 59.8 µM), for the others: at the top dose activity, negative = inhibition, most hits filed as inhibitors. 230,000 tested, under 10 active; note: % of control where 0% means no effect
#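 His-tagged CBF-beta and biotinylated RUNX1 (30 nM each) were premixed 20 min at room temperature, exposed to compound for 15 min, then given nickel-chelate and streptavidin AlphaScreen beads (50 ng each). After 90 min, AlphaScreen signal was read.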
# Tau fluor cs = counter-screen for tau fibril formation inhibitors. tau K18 P301L (four-repeat tau fragment) Alexa594 fluorescence, heparin fibrillization. Potency, µM (series often up to 57.7 µM), for inactives: top-dose activity change, negative = decrease. 0.93% of 280,000 active. AID 1463; note: potency is the fitted concentration of half-maximal effect; % is set by controls: 0 for no effect and ±100 for the full control effect; nearly all actives have a fitted effect of over 55% in size
#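 Human K18 P301L tau (15 uM unlabeled plus 0.24 uM Alexa 594-labeled, final) in 100 mM sodium acetate pH 7 was mixed with compound and 20 uM heparin and incubated 6 hr at 37 C.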
# aGal spleen mod = inhibits or activates alpha-galactosidase in human spleen homogenate | P06280 | human spleen homogenate, 4MU-alpha-Gal fluorescence, 40 min | Potency, µM (highest dose often 80 µM), without a hit: at the top dose activity change, negative = inhibition, most hits filed as inhibitors | 0.008% of 240,000 active | AID 2107;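 note: potency is the fitted concentration of half-maximal effect; 0% = enzyme with vehicle and -100% = no enzyme basal signal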
# Target sequence (P06280 32-429 limits assumed): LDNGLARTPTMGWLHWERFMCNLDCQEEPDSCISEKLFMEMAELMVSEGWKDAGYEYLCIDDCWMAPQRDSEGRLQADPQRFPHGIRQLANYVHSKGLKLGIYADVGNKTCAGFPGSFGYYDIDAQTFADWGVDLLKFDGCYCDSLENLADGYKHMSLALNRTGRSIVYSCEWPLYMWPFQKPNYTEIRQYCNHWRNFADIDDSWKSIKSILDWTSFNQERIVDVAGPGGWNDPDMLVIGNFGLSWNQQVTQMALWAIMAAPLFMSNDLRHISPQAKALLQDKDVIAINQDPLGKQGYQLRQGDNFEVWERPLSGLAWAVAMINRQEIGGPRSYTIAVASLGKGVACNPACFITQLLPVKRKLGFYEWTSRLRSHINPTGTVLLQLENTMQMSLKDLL
#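 Spleen homogenate 1 ug + cpd (titration) + 4-MU-alpha-D-galactopyranoside 1 mM; 37C 40 min; 50 mM citrate/phosphate pH 5.0, 0.01% Tween-20; stop pH 10; fluorescence 365/440; AC50 via Hill.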
# Epigenetic reg = derepresses silenced GFP reporter in murine cells; murine LDR cells, GFP reporter derepression, 30 h; Potency, µM (titrated, usually from 53.9 µM), inactives show at the highest dose GFP activation, actives largely listed as activators; 0.2% of 280,000 active; AID 1865; note: potency is the fitted concentration of half-maximal effect; % of control where 0% means no effect; nearly all actives have a fitted effect of over 60% in size
#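 In this reporter-derepression format, murine cells bearing a silenced integrated CMV-GFP locus incubate with test compound (30 h, 37 C), then are washed and imaged; fluorescent objects of 20–120 um count as induced cells.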
# TR SRC2 fluor cs = alters Texas Red total fluorescence, flagging assay interference; AID 1479; Potency, µM (series often up to 106 µM), for inactives: at the highest dose fluorescence change, negative = quenching; 0.29% of 280,000 active; TRb/SRC2 Texas Red total fluorescence interference; active = well fitted curve in either direction with a large enough effect; inconclusive = small, poorly fitted or top-dose-only effect; note: potency is the fitted concentration of half-maximal effect; % is set by controls: 0 for no effect and ±100 for the full control effect
#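 Human TRβ ligand-binding domain (0.6 uM) and Texas Red SRC2 peptide (20 nM) in Tris buffer with 1 uM T3 and 5% DMSO were incubated with pinned compound for 5 hr at ambient temperature. Total fluorescence was computed as S + 2P (555/632 nm).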
# * hit, by the source's call; ? = inconclusive; . = no result given; & = joins results of further samples; [ ] = dose if it differs, or a comment. Unless noted, calls come from the whole dose curve; as a rule, active = well fitted curve in the direction sought with a large enough effect; inconclusive = small, poorly fitted or top-dose-only effect, or another doubt; inactive = no such curve, though single readings can be large; an effect the other way counts as inactive or inconclusive.
SMILES	NPSR antagonist	TRb-SRC2 inh	Tau FP inhib	CBFb RUNX1 block	Tau fluor cs	aGal spleen mod	Epigenetic reg	TR SRC2 fluor cs
CC1(C)NC(=O)N(c2ccc([N+](=O)[O-])c(C(F)(F)F)c2)C1=O	?	12%	0%&5%&5%	-9%	-4%&-9%&-4%	9%	0.0%	1%
CCCOC(=O)c1ccc(Oc2c(-c3ccc(O)cc3O)n[nH]c2C)cc1	-23%[46.1 µM]	-2%	-12%	-8%	-9%	3%	-1.0%	-1%
COCc1nc2c([nH]1)c(=O)n(C)c(=O)n2CC(C)C	-11%[46.1 µM]	-4%&-5%&2%&-2%	-2%&2%&1%	-4%	-17%&-1%&-1%	7%&-15%&-3%&5%	0.0%&1.1%&4.5%	-1%&-4%&-1%&-1%
Cc1cc(NC(=O)CN2CCC(C)CC2)no1	-3%	-2%	2%	5%	-3%	3%	0.1%	-6%
CCCCN(CC)CCNC(=O)c1cc2c(=O)n(CC)c3ccccc3c2s1	.	-3%	-2%	.	-9%	.	0.8%	-6%
CN1CCN(C(=O)CN(Cc2ccc(Cl)cc2)S(C)(=O)=O)CC1	5%[46.1 µM]	-17%	9%	23%	13%	-4%	-4.8%	2%
COc1ccccc1CNC(=O)CSC1=NCCS1	9%	-8%	?	6%	-7%	4%	-1.3%	-3%
CCCOc1cccc(C(=O)Nc2ccc(-c3nc4ccccc4o3)cc2)c1	.	0%	?	.	-9%	.	0.0%	-12%
CCOC(=O)c1c(C)[nH]c(C)c1S(=O)(=O)N1CCCC(C(=O)Nc2ccc(C)c(N(C)C)c2)C1 (stereo not given)	.	1%	2%	.	?	.	-2.9%	-2%
COc1nc(N2CCOCC2)nc(C)c1[N+](=O)[O-]	21%	-2%	-9%	-14%	-11%	2%	0.0%	-3%
CCN(CC)C(=O)CN(c1cc(Cl)ccc1OC)S(C)(=O)=O	7%	7%	2%	2%	2%	-6%	-1.0%	2%
COc1ccccc1N1CCN(C2=CC(=O)CCC2)CC1	-23%[46.1 µM]	5%	-16%	5%	-8%	4%	2.8%	1%
CC(C)C(NC(=O)c1ccc2c(c1)OCO2)C(=O)N/N=C\c1ccco1 (stereo not given)	-10%[46.1 µM]	2%	-1%	3%	2%	-2%	-1.2%	-1%
CCOP(=O)(OCC)/C(C#N)=C/c1cc(OC)ccc1OC	5%	-1%	5%	6%	-7%	-8%	1.1%	3%
CCCCSc1nnc([C@H](C)NC(=O)OC(C)(C)C)o1	-14%[46.1 µM]	5%	0%	4%	-7%	-1%	-0.8%	-1%
CCOC(=O)c1nc(C)n(-c2cc(Cl)ccc2Cl)n1	6%[46.1 µM]	-8%	4%	-1%	-2%	1%	0.0%	-3%
CC(=O)Nc1ccc(/C(C)=N/NC(=O)C2CC2c2ccccc2)cc1 (stereo not given)	10%	5%	13%	6%	12%	5%	-1.0%	2%
O=C(NNc1cccc(Cl)n1)c1c(F)cccc1F	8%	0%	0%	-11%	-8%	1%	-0.2%	-1%
COCCN1C(=O)C(=O)/C(=C(/O)c2cccc(OC)c2)C1c1ccc(C)o1 (stereo not given)	-10%[46.1 µM]	-17%	-6%	3%	-2%	-3%	-1.4%	2%
COC(=O)c1ccc(C(/C=C/[C@@H](C)C(=O)NCCN2CCCC2)NC(=O)OCc2ccccc2)cc1 (stereo not given in full)	.	-2%	4%	9%	1%	5%	0.3%	-2%
NCCCCCc1nnc(SCc2ccc(F)cc2)o1	.	9%	-3%	.	-11%	.	-1.1%	-12%
CC(=O)c1nnn(-c2ccc(Cl)cc2C#N)c1C	-26%	1%	-4%	7%	6%	17%	-0.7%	-1%
CCCCCc1ccc(-c2ccc(OCC)cc2)nc1	15%	-6%	-2%	21%	-13%	-6%	0.8%	0%
O=[n+]1c2c(n([O-])c3ccccc31)CCCC2	1%[46.1 µM]	-16%	-4%	-1%	-6%	6%	-2.5%	-1%
CCCc1nnc(N2C(=O)c3oc4ccc(F)cc4c(=O)c3C2c2ccc(C(=O)OC)cc2)s1 (stereo not given)	.	10%	-3%	.	-8%	.	0.0%	3%
Cc1cccc(OC(=O)c2cn(C)nc2C(F)(F)F)c1C	-8%[46.1 µM]	-7%	-16%	0%	-15%	-1%	8.5%	-4%
CN1CCN(S(=O)(=O)c2cccc(C(=O)O)c2)CC1	13%	-3%	-3%	5%	-6%	2%	1.1%	-3%
COC(=O)Cc1[nH]nc2c1C1(C(=O)N(Cc3ccccc3)c3ccccc31)C(C#N)=C(N)O2 (stereo not given)	-4%[46.1 µM]	3%	0%	5%	-10%	2%	3.2%	0%
C/C=C1\COC(C(=O)NCCCN2CCCC2=O)(C(F)(F)F)C=C1C=C(C)C (stereo not given)	.	5%	.	-2%	.	-7%	.	-2%
Cc1ccc(C2(C)NC(=O)N(CC(=O)NCCC3=CCCCC3)C2=O)cc1 (stereo not given)	?	-4%	-4%	3%	-9%	0%	0.4%	1%

# Some of the entries above in a different format.
# Values in the order – NPSR antagonist	TRb-SRC2 inh	Tau FP inhib	CBFb RUNX1 block	Tau fluor cs	aGal spleen mod	Epigenetic reg	TR SRC2 fluor cs
> C/C=C1\COC(C(=O)NCCCN2CCCC2=O)(C(F)(F)F)C=C1C=C(C)C (stereo not given)
  .	5%	.	-2%	.	-7%	.	-2%
> CCN(CC)C(=O)CN(c1cc(Cl)ccc1OC)S(C)(=O)=O
  7%	7%	2%	2%	2%	-6%	-1.0%	2%
> CCOP(=O)(OCC)/C(C#N)=C/c1cc(OC)ccc1OC
  5%	-1%	5%	6%	-7%	-8%	1.1%	3%
> COc1ccccc1N1CCN(C2=CC(=O)CCC2)CC1
  -23%[46.1 µM]	5%	-16%	5%	-8%	4%	2.8%	1%

# Individual results from above:
# CBFb RUNX1 block result of COC(=O)Cc1[nH]nc2c1C1(C(=O)N(Cc3ccccc3)c3ccccc31)C(C#N)=C(N)O2 (stereo not given) = 5%
# Epigenetic reg result of CCCOc1cccc(C(=O)Nc2ccc(-c3nc4ccccc4o3)cc2)c1 = 0.0%

# (next part)
SMILES	NPSR antagonist	TRb-SRC2 inh	Tau FP inhib	CBFb RUNX1 block	Tau fluor cs	aGal spleen mod	Epigenetic reg	TR SRC2 fluor cs
COc1ccc(CNC(=O)Cn2ncc3c([nH]c4ccccc43)c2=O)cc1	.	8%	-13%	.	5%	.	-1.2%	5%
COc1ccc(C(=O)N/N=C/c2cc3ccccc3[nH]c2=S)cc1	?	-1%	-7%	?	?	-1%	0.7%	-9%
N#Cc1c(-c2ccc(F)cc2)c2c([nH]c1=O)-c1ccccc1OC2	-10%	3%	-7%	11%	7%	?	-1.0%	-4%
O=C(O)C1CCCCN1S(=O)(=O)c1ccc(Cl)s1 (stereo not given)	-13%[46.1 µM]	-11%	3%	-1%	-7%	-3%	-1.0%	-3%
Cc1ccc(C2CCN(C(=O)Nc3ccc(F)cc3)C2)cc1 (stereo not given)	-5%	4%	3%	-5%	?	2%	-1.3%	1%
O=C(CN1CCN(c2ccccn2)CC1)N1c2ccccc2Sc2ccc(C(F)(F)F)cc21	?	8%	3%	1%	-6%	-8%	2.9%	5%
CCCCCOc1ccc(C2NC(=O)NC2=O)cc1 (stereo not given)	-9%[46.1 µM]	-11%	1%	7%	1%	-5%	-0.8%	-1%
CCOC(=O)C1(CCOc2ccccc2)CCN(CCCn2cccn2)CC1	-4%	-3%	1%	7%	1%	9%	-0.1%	-5%
CCN(CC)Cc1cc(CCNC(=O)c2ccc(Cl)cc2)ccc1O	-3%[46.1 µM]	7%	5%	1%	-6%	9%	1.6%	3%
Cc1[nH]c2ccccc2c1C1(O)C(=O)N(Cc2ccc(Cl)cc2)c2ccccc21 (stereo not given)	.	4%	7%	.	?	.	4.1%	?
O=C(OCc1cc(=O)n2c(n1)sc1ccccc12)c1ccc(O)cc1O	-5%	3%	-10%	-27%	-25%	-7%	1.1%	-10%
CN(CC(=O)Nc1ccc(C(N)=O)cc1)CC(=O)Nc1ccccc1Cl	15%	-4%	-3%	8%	4%	1%	0.0%	-2%
O=c1[nH]c2cc3c(cc2cc1CN(Cc1cccnc1)Cc1nnnn1Cc1ccco1)OCCO3	-4%[46.1 µM]	1%	2%	?	-8%	6%	0.7%	-4%
CCOC(=O)CSc1n[nH]c(NC(=O)NC(C)C)n1	-7%	2%	-1%	2%	0%	-1%	-0.2%	1%
COC(=O)N1C(C)=Cc2ccccc2C1C/C(C)=C/C(C)=O (stereo not given)	.	4%	9%	-4%	-3%	7%	-1.1%	-2%
COCc1cc(C)nc(SCC(=O)N2CCC(C)CC2)c1C#N	?	-6%	0%	6%	3%	-9%	-1.9%	0%
COc1cccc(NC=C2C(=O)OC3(CCCCC3)OC2=O)c1	-24%[46.1 µM]	-2%	-3%	-4%	-9%	3%	0.2%	-4%
COc1ccccc1NC(=O)N1CCCC1	13%	-1%	0%	-1%	7%	4%	-1.8%	-1%
COc1cc(OC)cc(C(=O)Nc2ccc3nc(N4CCC(C)CC4)cc(C)c3c2)c1	.	4%	?	.	4µM*[quencher]	.	1.5%	-4%
COc1c2c(nc3occc13)C(CC=C(C)C)(OC)C(O)CC2 (stereo not given)	0%[46.1 µM]	0%	7%	-7%	4%	6%	-7.0%	-1%
CCOc1ccccc1NC(=O)c1cnc2n(c1=O)CCS2	3%[46.1 µM]	9%	?	2%	?	6%	1.0%	3%

# Of the compounds above, 2 contain two or more sulfur atoms.
SMILES	NPSR antagonist	TRb-SRC2 inh	Tau FP inhib	CBFb RUNX1 block	Tau fluor cs	aGal spleen mod	Epigenetic reg	TR SRC2 fluor cs
COc1ccccc1CNC(=O)CSC1=NCCS1	9%	-8%	?	6%	-7%	4%	-1.3%	-3%
O=C(O)C1CCCCN1S(=O)(=O)c1ccc(Cl)s1 (stereo not given)	-13%[46.1 µM]	-11%	3%	-1%	-7%	-3%	-1.0%	-3%

# Only part of the results is shown; count on the stated rates, not on these rows.
